# Screens from PubChem BioAssay.
# TDP1 cell noCPT = qHTS for Inhibitors of human tyrosyl-DNA phosphodiesterase 1 (TDP1): qHTS in cells in absence of CPT; DT40 Tdp1-/- hTDP1 cells, no CPT, ATP luminescence, 48 h; hit rate 15% among 420,000; Potency, µM (highest dose often 46.2 µM), for inactives: at the top dose activity change, negative = growth inhibition, usual class: inhibitors; note: nearly all actives have a fitted effect of over 55% in size
#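 A cellular qHTS used chicken DT40 cells lacking endogenous Tdp1 but carrying stably transfected human TDP1. Compounds were applied without camptothecin, and cell growth kinetics were judged by ATP-dependent luminescence after ≥48 hr.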
# N370S GC = inhibitors or activators of N370S glucocerebrosidase for Gaucher disease; P04062; N370S GC spleen homogenate, 4MU-glucoside fluorescence; Potency, µM (top dose mostly 59.4 µM), without a hit: at the highest dose activity change, negative = inhibition, hits mostly inhibitors; hit rate 0.092% among 330,000;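 note: 0% = full enzyme activity and -100% = no enzyme basal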
# TDP1 block = blocks human tyrosyl-DNA phosphodiesterase 1. recombinant TDP1, AlphaScreen DNA substrate cleavage. Potency, µM (series often up to 130 µM), without a hit: at the top dose activity change, negative = inhibition, usual class: inhibitors. hit rate 0.28% among 350,000; note: nearly all actives have a fitted effect of over 40% in size
# Target sequence (Q9NUW8 whole entry, looked up): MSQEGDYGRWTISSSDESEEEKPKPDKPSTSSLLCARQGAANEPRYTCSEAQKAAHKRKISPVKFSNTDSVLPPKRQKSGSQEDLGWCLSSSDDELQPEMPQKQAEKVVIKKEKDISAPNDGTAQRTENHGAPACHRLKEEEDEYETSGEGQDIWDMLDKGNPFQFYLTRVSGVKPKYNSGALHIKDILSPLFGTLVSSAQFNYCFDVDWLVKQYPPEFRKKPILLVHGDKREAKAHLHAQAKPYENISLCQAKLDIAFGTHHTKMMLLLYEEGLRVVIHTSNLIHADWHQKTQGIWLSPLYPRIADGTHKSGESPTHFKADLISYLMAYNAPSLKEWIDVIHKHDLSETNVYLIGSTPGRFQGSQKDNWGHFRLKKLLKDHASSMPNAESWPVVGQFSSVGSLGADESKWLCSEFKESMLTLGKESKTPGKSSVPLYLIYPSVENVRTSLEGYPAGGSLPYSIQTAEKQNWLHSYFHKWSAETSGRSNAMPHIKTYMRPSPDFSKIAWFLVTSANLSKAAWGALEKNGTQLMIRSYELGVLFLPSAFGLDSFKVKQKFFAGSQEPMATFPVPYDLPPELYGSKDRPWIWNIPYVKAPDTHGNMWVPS
#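 Compounds were preincubated with Tdp1 (1 nM final) for 15 min at room temperature before substrate (15 nM final) started a 5 min reaction; beads (10 ug/ml final) were then added for 10 min before AlphaScreen detection.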
# * marks the source's active call; other numbers are inactive results; ? = inconclusive; nt = no result given; & = joins results of further samples; [ ] = remark or other dose. Calls come from the whole dose curve; as a rule, active = well fitted curve in the direction sought with a large enough effect; inconclusive = small, poorly fitted or top-dose-only effect, or another doubt; inactive = no such curve, though single readings can be large; an effect the other way counts as inactive or inconclusive. Unless noted, % is set by controls: 0 for no effect and ±100 for the full control effect; potency is the fitted concentration of half-maximal effect. Only part of the results is shown; the hit share may differ from the screen's.
# Order of values – TDP1 cell noCPT	N370S GC	TDP1 block
COc1ccc(CN(CC(=O)NCCC(C)C)C(=O)CCC(=O)Nc2nccs2)cc1
→ -18%	-10%	1%
Fc1cccc(NC(=S)N2CCn3cccc3C2c2cccnc2)c1 (stereo not given)
→ 13%	-23%	4%
CC1=CC(C)(C)NC(=S)N1c1ccccc1
→ ?	0%	-2%
Brc1ccc(-n2nc(-c3ccccc3)c3cnc4cc5c(cc4c32)OCO5)cc1
→ -13%	nt	-7%
CN1N=C2c3ccccc3CCC2C1c1ccc(F)cc1 (stereo not given)
→ -14%	13%	4%
COc1ccc(OC)c(NC(=O)c2ccc3c(c2)C(=O)N(CC2CCCO2)C3=O)c1 (stereo not given)
→ -4%	-2%	nt
Cc1ccc(-c2ccccc2[C@@H]2C[C@H]3CN(C)C(=O)[C@]34CCCN24)o1
→ 0%	0%	-6%
COc1cccc(C(=O)NCC(=O)OCc2cc(=O)n3nc(C)sc3n2)c1
→ -15%	nt	5%
COc1ccc(OC)c(S(=O)(=O)N(C)CC(=O)Nc2ccccc2OC)c1
→ ?	0%	2%
CC[C@H](C)[C@@H](NC(=O)O[C@H]1C(=O)c2cc(OC)ccc2O[C@@H]1c1ccc(OC)c(Br)c1)C(=O)OC
→ nt	-13%	8%
C/C(=N/OCO/N=C(\C)c1ccc(F)cc1F)c1ccc(F)cc1F
→ 1%	-13%	4%
CC(C)(C)C(=O)NCCCNc1ccc([N+](=O)[O-])cc1
→ -1%	-23%	3%
FC(F)(F)c1nc(N2CCCC2)ncc1-c1nnnn1-c1ccccc1
→ 23µM*	3%[12.8 µM]	-4%
CCN1CCCC1CNc1ccc(S(C)(=O)=O)cc1[N+](=O)[O-] (stereo not given)
→ -13%	-3%	8%
CCCn1c(C)cc(C(=O)COc2ncnc3sccc23)c1C
→ ?	-22%	4%
CCCCOc1ccc(N(CC(=O)NCC2CCCO2)C(=O)CCC(=O)Nc2nccs2)cc1 (stereo not given)
→ -24%	-11%	6%
O=C(N/N=C\C=C\c1ccc2c(c1)OCO2)c1ccc(F)cc1
→ -20%	3%	7%
CCOC(=O)CCN1C(=O)[C@H]2[C@H]3[C@H](O)[C@H](O)C/C(=N/OC/C=C(\C)CCC=C(C)C)[C@H]3CC[C@@H]2C1=O
→ nt	-2%[12.8 µM]	9%[21 µM]
CC[C@@]1(c2ccccc2OC)C(=O)N(C(=O)OC)N1C(=O)OC
→ ?	-12%	nt
O=C1C=Cc2ccccc2/C1=C/c1[nH]c(=O)[nH]c1O
→ ?	?	-1%
O=C(Oc1cccc2cccnc12)c1ccc(Br)o1
→ -18%	5%	6%
COCc1c(C(=O)N/N=C/c2ccco2)nnn1-c1nonc1N
→ 0%	-26%	-12%
CC(CCc1ccccc1)NC(=O)CCCCCNc1nc(=S)[nH]c2ccccc12 (stereo not given)
→ nt	?	7%
O=C(NCc1ccccc1)N1CCC(CO)(CCc2ccccc2)CC1
→ ?	10%	4%
CCOC(=O)N1CCC(N2CCN(S(=O)(=O)c3ccc(NC(C)=O)cc3)CC2)CC1
→ ?	nt	-10%
Cc1ccccc1Cn1nnc2c(=O)[nH]c(C3CCN(C(=O)c4ccccc4)CC3)nc21
→ -14%	nt	4%
COC(=O)c1c(N(S(C)(=O)=O)S(C)(=O)=O)sc2c1CCN(c1ncc(C(F)(F)F)cc1Cl)C2
→ ?	?	5%
COCCn1c(=O)cnc2cnc(Oc3ccccc3)nc21
→ -20%	4%	nt
CC(C)CC(N=C1NC(C)(C)Cc2ccccc21)C(=O)O (stereo not given)
→ 0%	4%	0%
COc1ccc2c(c1)c(CC(=O)Nc1cc(C)ccc1C)c(C)n2C(=O)c1ccc(Cl)cc1
→ 16µM*	1%	-3%
Fc1cccc(Nc2ncnc3sccc23)c1
→ ?	-19%	nt
Cc1cc(S(=O)(=O)N2CCCCC2)ccc1OCC(=O)N1CCCC1
→ -15%	1%	4%
NC(C(=O)O)c1cc(O)c(Cl)c(O)c1 (stereo not given)
→ -16%	?	-5%
CCOC(=O)c1nnn(-c2nonc2N)c1CNC(C)C
→ -3%	7%	3%
Cc1nnc(SCC(=O)Nc2cc(S(=O)(=O)N3CCCC3)ccc2Cl)n1C1CC1
→ -18%	nt	1%
COc1ccccc1/C=C/CN1CCN(Cc2ccc(F)cc2)C(CCO)C1 (stereo not given)
→ 18µM*	-7%	1%
Cc1ccc(CSC2=NCCN2C(=O)c2ccc(S(=O)(=O)N(C)C)cc2)cc1
→ ?	-7%	3%
Cc1cccc(N2C(S)=C(C#N)C(=O)NC2c2cccs2)c1 (stereo not given)
→ 13µM*	0%	-5%
CCn1c2ccccc2c2nnc(N3CCN(c4cccc(C)c4C)CC3)nc21
→ ?	nt	5%
CCOC(=O)C1=C(C)Nc2ccccc2N=C1NC(=O)c1cc(C)on1
→ -26%	nt	1%
O=C(NCc1cccs1)C1CC(c2ccccc2O)=NO1 (stereo not given)
→ ?	8%	1%
O=C(O)c1cccc(NC(=S)NC(NC(=O)c2ccco2)C(Cl)(Cl)Cl)c1 (stereo not given)
→ 1%	4%	4%
N#Cc1ccc(COC(=O)c2cccnc2Cl)cc1
→ -28%	-20%	nt
COC(=O)CCC(=O)OC1(C)C(=O)C=C2C=C(c3ccsc3)OC=C2C1=O (stereo not given)
→ 5%	9%	7%
Cc1nc2nc(NCc3cccc(Br)c3)[nH]n2c(=O)c1Cc1ccccc1
→ ?	nt	7%
O=C(CNC(=O)c1ccc(Cl)cc1)NCc1ccccn1
→ -8%	nt	0%
CCCCN(CCCC)C(=O)CSc1nnc(-c2cc(OC)c(OC)c(OC)c2)o1
→ 14µM*	-1%	3%
O=C(CCC(=O)Nc1ccc(Br)cc1)N/N=C/c1ccccc1F
→ 0%	-5%	nt
N#Cc1c(N)nc(SCC(=O)NCCc2ccccc2)c(C#N)c1-c1cccs1
→ -16%	4%	0%
CSCCC(NC(=O)COc1ccccc1)C(=O)N(C)Cc1cccc(F)c1 (stereo not given)
→ ?	nt	2%
COCCNC(=O)Cn1nc(-c2ccccc2)c2ccccc2c1=O
→ -3%&-12%	-2%	2%
CSc1nc(C)cc(SCC(=O)Nc2ccccc2)n1
→ -18%	-25%	7%
Cc1ccc(N2C(=O)Nc3ccccc3C2(O)C(=O)N2CCN(c3ccccn3)CC2)cc1C (stereo not given)
→ -13%	8%	9%
NS(=O)(=O)c1cccc(NC(=O)CSc2nnc(-c3ccncc3)n2C2CC2)c1
→ 24%	nt	-1%
Cc1cc(C)cc(N2C(=O)CSC23C(=O)N(Cc2c(F)cccc2Cl)c2ccccc23)c1 (stereo not given)
→ 16µM*	nt	8%
CCOC(=O)c1c(C)[nH]c(C)c1C(=O)COC(=O)c1ccc(OC)c(OC)c1
→ -5%	3%	8%
COc1ccc(Cl)cc1S(=O)(=O)Nc1ccc(Cl)cn1
→ -23%	-23%	nt
CN(C(=O)COC(=O)c1ccc(Br)c(S(=O)(=O)N2CCOCC2)c1)C1CCCCC1
→ ?	nt	3%
C[n+]1cn(CC(O)COCc2ccccc2)c2ccccc21 (stereo not given)
→ ?	7%	4%
CC(=O)c1cc(C(=O)NC2CCCc3c2cnn3-c2cc(C)cc(C)c2)[nH]n1 (stereo not given)
→ -23%	-18%	2%

# Carrying on.
# Order of values – TDP1 cell noCPT	N370S GC	TDP1 block
COCCN=c1scc(-c2cc(OC)c(OC)c(OC)c2)n1/N=C/c1c(C)[nH]c2ccccc12
→ 18µM*	-17%	8%
O=C(CSCn1nnc2c(=O)[nH]c(Cc3ccc(F)cc3)nc21)Nc1ccccc1
→ 6%	nt	9%
CCC(C)N(C(=O)c1csnn1)C(C(=O)NC1CCCC1)c1ccccc1F (stereo not given)
→ -24%	-1%	1%
N#Cc1c(-c2ccc(Cl)cc2)c2c([nH]c1=S)CCCC2
→ -9%	5%	6%
CCOC(=O)c1cc(NC(=O)CCC(=O)O)ccc1N1CCCCC1
→ -10%	13%	6%
CCOc1ccc(Cn2nnc(C(=O)NCCc3ccc(Cl)cc3)c2N)cc1
→ -12%	-4%	0%
COc1ccc2c(c1)O[C@@H](c1cccc(C(F)(F)F)c1)[C@H](OC(=O)NS(=O)(=O)c1ccc(F)cc1)C2=O
→ nt	-4%	5%
COc1cccc(Cn2c(NCC(C)C)nc3c2c(=O)n(C)c(=O)n3C)c1
→ 23µM*	1%	2%
CCOC(=O)C1C(=O)C=C(/C=C/c2ccc(N(C)C)cc2)CC1c1ccccc1 (stereo not given)
→ ?	1%	1%
CCOC(=O)C1CCN(C(=O)C(CC)c2ccccc2)CC1 (stereo not given)
→ -26%	-8%	3%
CC1CCCC(C)N1C(=O)CSc1nnc(CSc2ncccn2)n1C (stereo not given)
→ 5%	8%[2.35 µM]	9%
CCCCn1c(SCC(=O)Nc2cc(C)on2)nc2c1c(=O)n(C)c(=O)n2C
→ -27%	6%	0%
O=C(Nc1ccccc1N1CCN(C(=O)c2ccc(Cl)cc2)CC1)c1cc(Br)ccc1Cl
→ 15µM*	8%	2%
CSc1nc(-c2ccc(Cl)cc2)c(C#N)c(=O)n1C
→ -15%	5%	-3%
C=C1c2cccc(C(F)(F)F)c2O[C@H](C(=O)OCC)C1OC (mixture of isomers)
→ nt	-9%[89.1 µM]	-2%
O=[N+]([O-])c1cc(Br)c(OCc2nnc(-c3ccccc3)o2)c(Br)c1
→ ?	-5%	1%
O=C(Nc1nc(-c2cccs2)cs1)C1CC(=O)N(c2ccc3c(c2)OCCO3)C1 (stereo not given)
→ ?	nt	4%
COc1ccc(-n2ccn(CC(=O)Nc3ccccc3C(F)(F)F)c(=O)c2=O)cc1OC
→ -4%	nt	-3%
Cn1nc(C(F)(F)F)c(-c2ccccc2)c1NC(=O)c1cccnc1
→ -27%	-7%	3%
CCOC(=O)N1CCN(C(=O)c2cc(OC)c(OC)c(OC)c2)CC1
→ 10%	-3%	nt
O=c1c2nnn(-c3ccc(Cl)cc3)c2ncn1Cc1ccccn1
→ -17%	11%	4%
Cc1cc(C)c[n+](C[n+]2cc(C)cc(C)c2)c1
→ -10%	-1%	2%
CC1=CC(C)(C)N(C(=O)CSc2nnc(N)s2)c2c(C)cc(C)cc21
→ ?	-7%	3%
C[C@@H]1O[C@@H](OC[C@@H]2O[C@H](Oc3c(-c4ccc(O)cc4)oc4cc(O)cc(O)c4c3=O)[C@@H](O)[C@H](O)[C@H]2O)[C@H](O)[C@H](O)[C@H]1O
→ 8%	nt	6%
COc1ccc(/C(=N\O)c2ncc(C(F)(F)F)cc2Cl)cc1
→ ?	1%	6%
Cc1cccc(Nc2nc(N3CCCC3)nc(N3CCCC3)n2)c1
→ -30%	12%	-1%
CNS(=O)(=O)c1cc(NC(=O)CCNC(=O)c2ccco2)ccc1C
→ 6%	-12%	11%
CCc1ccc(OCC(=O)NNC(=O)c2ccc(NC(=O)C3CC3)cc2)cc1
→ -1%	-5%	nt
Cc1ccc(C(=O)O)cc1NC(=S)NCCc1ccccc1
→ 23%	-16%	2%[56.1 µM]
CCc1ccccc1NC(=O)NCc1ccc2c(c1)CCN2C(=O)c1ccccc1
→ 23µM*	nt	0%
CC1CCN(S(=O)(=O)c2cc(C(=O)N3CCN(c4ncccn4)CC3)ccc2Br)CC1
→ 23µM*	-19%	1%
Cn1c(=O)c2c(nc(NN=C3CCCC3)n2C)n(C)c1=O
→ ?	6%	nt
Cc1ccc(NCC(=O)N/N=C/c2ccc(-c3cccc(C(F)(F)F)c3)o2)cc1
→ ?	-2%	7%
O=C(COC(=O)c1cc2ccccc2oc1=O)Nc1ccc(F)cc1F
→ 17%	3%	4%
Cc1ccc(-c2nn(-c3ccc(F)cc3)cc2C(=O)NCC(c2cccs2)N2CCOCC2)cc1 (stereo not given)
→ 15µM*	-2%	1%
CCCC(=O)c1ccc(N2CCN(C(=O)OCC)CC2)c(F)c1
→ ?	2%	4%
Cc1ccc(C(NC(=O)c2ccccc2)C(Cl)Cl)cc1 (stereo not given)
→ ?	13%	5%
CCN1CCN(Cc2nc3c(c(=O)[nH]c(=O)n3C)n2Cc2ccccc2Cl)CC1
→ -16%	-1%	3%

# Of the compounds above, 6 have a furan ring, fused or not.
# Order of values – TDP1 cell noCPT	N370S GC	TDP1 block
Cc1ccc(-c2ccccc2[C@@H]2C[C@H]3CN(C)C(=O)[C@]34CCCN24)o1
→ 0%	0%	-6%
O=C(Oc1cccc2cccnc12)c1ccc(Br)o1
→ -18%	5%	6%
COCc1c(C(=O)N/N=C/c2ccco2)nnn1-c1nonc1N
→ 0%	-26%	-12%
O=C(O)c1cccc(NC(=S)NC(NC(=O)c2ccco2)C(Cl)(Cl)Cl)c1 (stereo not given)
→ 1%	4%	4%
CNS(=O)(=O)c1cc(NC(=O)CCNC(=O)c2ccco2)ccc1C
→ 6%	-12%	11%
Cc1ccc(NCC(=O)N/N=C/c2ccc(-c3cccc(C(F)(F)F)c3)o2)cc1
→ ?	-2%	7%
